Bioassay records as filed in PubChem BioAssay.
CCT modulator – cytosolic chaperonin activity modulation; purified chaperonin ATPase assay, HTRF ADP detection, 30 min; activity change, % (test concentration not listed), hits read low; 360,000 compounds, 0.3% hits; AID 651819; in the data active = activity change below about -30%; note: % is set by controls: 0 for no effect and ±100 for the full control effect
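TRiC at 40 or 20 nM final (batch-dependent) in 30 mM Tris pH 7.4, 100 mM KCl, 5 mM MgCl2, 1 mM DTT, with compound at single 76 uM and 10 uM ATP, 30 min at 37 deg C. ADP detected by HTRF Transcreener, 665/615 ratio.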
Nrf2 ARE act – activates Nrf2 signaling; AREc32 ARE-luciferase reporter (MCF7-derived line), luminescence, 24 h; 410,000 compounds, 0.31% hits; Potency, µM (titrated, usually from 46.1 µM), for the others: at the highest dose activation, usual class: activators; note: potency is the fitted concentration of half-maximal effect; % of control where 0% means no effect; nearly all actives have a fitted effect of over 65% in size
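Each well held 1000 AREc32 cells, which were incubated with compound for 24 hr at 37 deg C after overnight attachment, and ARE reporter activity was quantified by firefly luciferase luminescence.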
HepG2 viability – HepG2 cytotoxicity, counter-screen for TGF-b inhibitors | HepG2 CAGA-GFP viability, ATP luminescence, 18 h | Potency, µM (doses to about 46.1 µM), for inactives: at the top dose activity change, negative = cytotoxicity, most hits filed as cytotoxic | 410,000 compounds, 0.76% hits | AID 588856; note: potency is the fitted concentration of half-maximal effect; some results filed as inactive show a strong effect at the top dose
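CellTiter-Glo luminescence gave cytotoxicity after 18 hours at 37 degrees C. The cells were HepG2 CAGA-GFP in 1% FBS DMEM, stimulated with 500 pg/mL TGF-beta after compound addition. %Activity was normalised to no-cell wells (complete cell-killing) and DMSO (no toxicity), and curves were fitted and classified.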
TGFb inhibitor – TGF-b pathway inhibition | Potency, µM (top dose mostly 46.1 µM), for the others: at the highest dose activity, negative = inhibition, hits mostly inhibitors | 410,000 compounds, 1.2% hits | HepG2 CAGA-GFP TGF-b/SMAD3 reporter, GFP fluorescence, 18 h; TGF-beta stimulated, 500 pg/mL final; note: potency is the fitted concentration of half-maximal effect; % is set by controls: 0 for no effect and ±100 for the full control effect; nearly all actives have a fitted effect of over 65% in size
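HEPG2 CAGA-GFP reporter cells (1000/well, DMEM with 1% FBS) received compounds, then recombinant TGF-beta at 500 pg/mL final for 18 hours at 37 degrees C. Per-cell GFP summed per well was normalised to unstimulated and stimulated DMSO controls before curve fitting.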
Mm-Cpn inhibitor – blocks the Methanococcus maripaludis chaperonin Mm-Cpn; AID 504842; Potency, µM (doses to about 76.9 µM), for the others: at the top dose activity, negative = inhibition, hits mostly inhibitors; 330,000 compounds, 0.031% hits; purified Mm-Cpn ATPase, ADP Transcreener TR-FRET; note: potency is the fitted concentration of half-maximal effect; % is set by controls: 0 for no effect and ±100 for the full control effect; nearly all actives have a fitted effect of over 80% in size
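25 nM Mm-CPN + cpd, 10 min 37°C; + 10 uM ATP, 30 min 37°C; buffer 30 mM Tris pH 7.4, 100 mM KCl, 5 mM MgCl2, 1 mM DTT; Transcreener ADP HTRF detection 30 min RT.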
A549 tox – A549 cytotoxicity, counter-screen for Nrf2 inhibitors | A549 ARE-Fluc cells, CellTiter-Fluor viability, 18-24 h | Potency, µM (titrated, usually from 46 µM), for the others: at the highest dose activity change, negative = cytotoxicity, actives largely listed as inhibitors | 390,000 compounds, 0.16% hits; note: potency is the fitted concentration of half-maximal effect; % is set by controls: 0 for no effect and ±100 for the full control effect
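Cytotoxicity counterscreen: CellTiter-Fluor fluorescence was measured in A549 ARE_Fluc cells after 18-24 h of compound exposure in a concentration series. The subsequent BugLite luminescent read reports ARE-luciferase activity.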
Akt phos inh – blocks phosphorylation of Akt; Neuro2A IGF-stimulated pAkt S473 HTRF, 20 min; hits give low values; activity change, % for hits at 50 µM; 360,000 compounds, 0.32% hits; in the data active = activity change below about -80%; inconclusive = mostly about -51% to -80%; note: % is set by controls: 0 for no effect and ±100 for the full control effect
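Single-point screen (50 µM final compound) in Neuro2A cells stimulated 20 min with 6 nM IGF at 37 deg C. After lysis, Ser473-phosphorylated Akt read by HTRF (ex 330 nm, em 615/665 nm) as the 665/615 ratio.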
Nrf2 inh – Nrf2 pathway inhibition. A549 ARE-Fluc reporter, luciferase luminescence, 18-24 h. Potency, µM (highest dose often 46 µM), inactives show at the highest dose activity change, negative = inhibition, hits mostly inhibitors. 360,000 compounds, 2.1% hits; note: potency is the fitted concentration of half-maximal effect; % is set by controls: 0 for no effect and ±100 for the full control effect; nearly all actives have a fitted effect of over 60% in size
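Two sequential reads on A549 ARE_Fluc cells exposed to compound for 18-24 h: a CellTiter-Fluor fluorescence read for viability, then a luciferase luminescence read for Nrf2/ARE activity.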
ATXN viability – cell viability loss in ATXN counter-screen. Potency, µM (doses to about 56.7 µM), actives largely listed as cytotoxic. S2 cells (HEK-293 line with an ATXN2-luciferase reporter) viability, CellTiter-Fluor protease fluorescence, 24 h. 400,000 compounds, 0.49% hits; note: potency is the fitted concentration of half-maximal effect; nearly all actives have a fitted effect of over 40% in size
The depositor's hits bear a star; i = inactive; u = inconclusive; x = no result given; [ ] = dose if it differs, or a comment. Unless noted, calls come from the whole dose curve; as a rule, active = well fitted curve in the direction sought with a large enough effect; inconclusive = small, poorly fitted or top-dose-only effect, or another doubt; inactive = no such curve, though single readings can be large; an effect the other way counts as inactive or inconclusive.

SMILES	CCT modulator	Nrf2 ARE act	HepG2 viability	TGFb inhibitor	Mm-Cpn inhibitor	A549 tox	Akt phos inh	Nrf2 inh	ATXN viability
O=C(COc1ccc(Cl)cc1)Nc1ccc(C(=O)NCc2cccnc2)cc1	-2.5	-0.8%	-27.3%	0.0%	1.3%	-11.1%	i	20.6µM*	i
CCCc1c(NC(=O)Nc2ccc(Cl)cc2Cl)cnn1-c1ccccc1	0.4	0.5%	-3.7%	-19.9%	-1.1%	3.5%	i	u	u
COc1cccc(C(=O)NCCS(=O)(=O)N2CC(C)CC(C)C2)c1 (stereo unspecified)	0.5	0.1%	-4.1%	-8.4%	-0.1%	0.6%	i	3.1%	i
CC1CCN(CC(C)CNC(=O)c2cc(-c3ccccn3)nc3ccccc23)CC1 (stereo unspecified)	2.5	-0.1%	-15.4%	0.4%	-1.9%	5.1%	i	0.8%	u
CC(=O)Nc1ccc2nc(-c3ccccc3)cn2c1	1.5	-0.3%	-8.7%	-5.3%	-1.6%	4.0%	i	u	i
CC(=O)N1CCOc2ccc(S(=O)(=O)N3CCC(C(=O)Nc4ccc(F)cc4)CC3)cc21	-3.1	0.3%	-13.5%	-17.1%	0.3%	-3.4%	i	u	i
COc1cc(OC)cc(C(=O)NCc2n[nH]c(=S)n2-c2ccccc2OC)c1	-0.9	0.4%	12.3%	9.8%	-1.3%	-2.3%	i	-39.2%	i
O=C(COc1ccc(Cl)cc1Br)Nc1cccc(S(=O)(=O)N2CCCC2)c1	-1.4	4.3%	-3.6%	u	-6.4%	-4.0%	i	u	i
O=S(=O)(NCc1ccccc1)c1cccc2nonc12	-0.9	-0.9%	-3.0%	24.4%	x	-0.6%	x	x	i
CCc1nnc(NS(=O)(=O)c2ccc(N=Cc3c(C)[nH]n(-c4cccc(Cl)c4)c3=O)cc2)s1	-3.9	-0.3%	1.7%	33.3%[activator]	-0.5%	0.0%	i	3.9%	i
CCCC(N)CCCCCC(=O)O (stereo unspecified)	0.9	0.2%	-2.6%	4.3%	0.0%	-0.6%	i	5.6%	u
Cc1cc(OCC(=O)Nc2ccc3oc(=O)ccc3c2)ccc1Cl	-2.0	1.8%	-4.8%	-2.1%	-0.3%	-2.3%	i	-14.7%	i
COc1ccc(CNC(=O)CCc2nnc3n(C)c(=O)c4sccc4n23)cc1	x	-1.3%	-22.5%	7.1%	x	-11.8%	x	x	i
S=C(NCC1CCCO1)Nc1ccccc1Cl (stereo unspecified)	-0.3	-0.5%	-0.2%	u	0.0%	1.4%	i	13.3%	i
OCCOCCn1c(C(CO)Nc2nc(-c3cccc(Br)c3)cs2)nc2ccccc21 (stereo unspecified)	-1.2	8.0%	-50.6%	u	x	0.8%	i	1.8%	i
CC1(C)Oc2ccc3ccc(=O)oc3c2-c2cn[nH]c21	1.5	u	8.2%	-1.1%	-0.1%	5.9%	i	u	i
Cc1cc(Cl)ccc1OCCCC(=O)Nc1cccc(-n2cnnn2)c1	-2.5	3.0%	28.5%	u	-0.8%	-4.4%	i	u	i
Cc1nnc(SCC(=O)Nc2ccc(C(N)=O)cc2)n1-c1ccccc1	-5.3	0.4%	-15.4%	-13.6%	0.1%	1.3%	i	6.7%	i
CC(C)C(Nc1ncnc2c1oc1ccccc12)C(=O)O (stereo unspecified)	-2.7	2.4%	-6.8%	19.3%	-1.8%	-8.0%	i	14.3%	i
CC1=C(C(=O)OCc2ccc(C)cc2)C(c2ccc(O)c([N+](=O)[O-])c2)NC(=O)N1 (stereo unspecified)	2.4	6.1%	5.9%	-9.6%	-0.6%	-5.7%	i	9.7%	i
O=c1c2ccccc2sn1-c1ccc(Cl)cc1Cl	-1.6	20.0%	-58.3%	u	x	x	i	x	x
CCOc1ccc(CNC(=O)C2CCN(C(=O)c3sccc3-n3cccc3)CC2)cc1	x	5.9%	-30.4%	x	x	1.6%	x	4.9%	x
O=C(NCC(=O)N(c1ccc2c(c1)OCO2)C(C(=O)NC1CCCC1)c1ccncc1)c1ccco1 (stereo unspecified)	-8.3	0.2%	-72.0%	0.0%	2.2%	12.4%	i	-1.6%	i
CC(=O)Nc1cccc(NC(=O)C2CC(=O)N(CCc3ccc(F)cc3)C2)c1 (stereo unspecified)	-0.2	0.2%	-4.1%	0.1%	0.8%	1.0%	i	2.2%	i
COc1ccc(OC)c(/C=N/NC(=O)CC(=O)NC2CCCCC2)c1	-1.7	-0.4%	-0.8%	9.2%	-3.2%	13.2%	i	-1.6%	i
CC(C)(C)c1ccc(C(=O)N/C(=C\c2ccco2)C(=O)Nc2ccccc2C(=O)O)cc1	-0.3	2.7%	3.7%	-2.0%	0.7%	1.2%	i	2.9%	u
CCOC(=O)N1CCc2c(sc3c2c(=O)n(-c2ccc(CC)cc2)c(=O)n3CC(=O)c2ccccc2)C1	x	3.0%	-0.2%	-10.2%	x	-9.3%	x	u	x
CCOC(=O)C1C(C)=CC(=O)CC1c1ccco1 (stereo unspecified)	-2.8	3.2%	-0.2%	17.1%	-1.6%	7.9%	i	-11.4%	i
O=C(NCCc1ccccc1F)C1CCCN(c2nc3ccccc3s2)C1 (stereo unspecified)	-5.0	-0.1%	-11.3%	3.0%	-0.2%	-0.9%	i	8.7%	i
CCOc1ccccc1NC(=O)CCn1cccc1	0.1	2.6%	-6.4%	-1.8%	-6.0%	17.1%	i	-14.9%	i
CC1CCCN(C(=S)Nc2ccc(F)cc2)C1 (stereo unspecified)	-1.5	-0.4%	-71.2%	2.4%	0.8%	0.6%	i	-19.3%	i
COC(=O)c1ccc(CN2CCCC(C(=O)Nc3cccc(-n4cccn4)c3)C2)cc1 (stereo unspecified)	0.9	3.7%	0.1%	-14.3%	3.4%	6.3%	i	1.2%	i
Nc1nc(Nc2ccccc2)sc1C(=O)c1ccccc1	0.0	-0.6%	-35.9%	5.62µM*	1.7%	-17.6%	i	8.8%	i
Cc1c(-n2c(O)c(C3=c4ccccc4=NC3=O)sc2=S)c(=O)n(-c2ccccc2)n1C	-1.6	2.3%	2.2%	18.7%	2.7%	-1.9%	i	3.5%	i
Cc1cc(C)c2c(c1)/C(=N/NS(=O)(=O)c1ccc(Br)cc1)CCC2	1.2	-1.2%	-23.1%	-18.2%	-0.2%	7.7%	i	-12.7%	i
CC(C)NC(=O)NC(=O)CSc1ccc(S(=O)(=O)N2CCCC2)cn1	2.9	3.0%	0.6%	-3.2%	1.7%	3.0%	i	5.4%	i
CCOc1cc(C)c(C(C)C)cc1S(=O)(=O)n1ccnc1CC	x	7.8%	-17.7%	u	x	-3.2%	x	-4.0%	i
O=C(COc1cccc(Cl)c1Cl)Nc1ccc2c(c1)CCC2	0.7	-0.5%	22.9%	12.7%	2.2%	9.5%	i	3.2%	i
CC1(C)Oc2ccc(C(=O)Nc3ccccc3F)cc2N(CC(=O)N2CCOCC2)C1=O	-0.9	0.3%	-2.0%	0.4%	1.0%	-7.3%	i	23.2%	i
CCOC(=O)NNc1ccc(C(F)(F)F)cn1	-1.6	2.6%	-35.3%	0.0%	0.3%	2.4%	i	u	i
COc1cc(C(=O)Nc2ccc(Cl)c(-c3nc4ncccc4o3)c2)cc(OC)c1OC	x	0.3%	5.9%	8.3%	x	-3.5%	x	u	i
COc1cccc2oc3cc(C#Cc4ccccn4)ccc3c(=O)c12	-1.2	0.7%	-2.5%	-6.0%	0.1%	-0.8%	i	1.6%	i
COc1ccc(C2C(C#N)=C(N)Oc3c2ccc2cccnc32)cc1OC (stereo unspecified)	-0.3	12.6%	-20.2%	-19.4%	2.1%	-11.4%	i	-2.1%	i
Cc1ccc(CN2C(=O)SC(Nc3ccc(Cl)cc3)C2=O)cc1 (stereo unspecified)	x	3.5%	-32.4%	-8.8%	x	-0.1%	x	0.9%	u
CC(=O)N1C(C(=O)O)CSC1c1cccc(C)c1 (stereo unspecified)	-2.1	0.1%	-73.1%	15.6%	1.8%	6.1%	i	8.3%	i
O=C(Nc1cccc(OC(F)(F)F)c1)C1Cc2c(-c3ccc(Cl)cc3)ccnc2O1 (stereo unspecified)	2.1	-2.0%	-62.8%	u	x	x	x	x	u
CCCCN1C(=O)C(NC(C)=O)c2cc(Br)ccc21 (stereo unspecified)	-1.5	-0.8%	-29.6%	6.1%	-2.6%	-2.2%	i	-17.4%	i
COCCOC(=O)C1=C(C)NC(=O)NC1c1ccc(OC(=O)c2ccco2)c(OC)c1 (stereo unspecified)	0.0	0.6%	-0.7%	-2.0%	-0.3%	3.1%	i	8.7%	i
O=C(NCCC(=O)N1CCCC(C(F)(F)F)C1)c1ccccc1Cl (stereo unspecified)	-3.5	-0.3%	-2.0%	1.1%	-5.1%	-6.3%	i	18.0%	i

One compound at a time (already shown). Screens in order: CCT modulator, Nrf2 ARE act, HepG2 viability, TGFb inhibitor, Mm-Cpn inhibitor, A549 tox, Akt phos inh, Nrf2 inh, ATXN viability
O=C(Nc1cccc(OC(F)(F)F)c1)C1Cc2c(-c3ccc(Cl)cc3)ccnc2O1 (stereo unspecified) in the list: 2.1, -2.0%, -62.8%, u, x, x, x, x, u
COCCOC(=O)C1=C(C)NC(=O)NC1c1ccc(OC(=O)c2ccco2)c(OC)c1 (stereo unspecified) in the list: 0.0, 0.6%, -0.7%, -2.0%, -0.3%, 3.1%, i, 8.7%, i
CCCCN1C(=O)C(NC(C)=O)c2cc(Br)ccc21 (stereo unspecified) in the list: -1.5, -0.8%, -29.6%, 6.1%, -2.6%, -2.2%, i, -17.4%, i

Compounds were not picked by outcome. About 4.4% of those tested had a hit in this group.
